Screening results deposited in PubChem by Small Molecule Screening Facility, UW Madison.
SSB-PriA inh: inhibitors of Klebsiella pneumoniae PriA binding to SSB C-terminal tail, primary screen, biochemical, AlphaScreen; PriA–SSB C-terminal tail interaction (Klebsiella pneumoniae); AlphaScreen SSBct-PriA binding, biotinylated peptide; inhibition, % at 33 µM; 430,000 compounds, 0.6% hits; AID 1272365, 2023; in the data active = inhibition mostly above about 37%, no sharp cut-off; inactive = mostly below about 20%;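 note: plate controls were negative control peptide for no effect and reference peptide for full effect; strong numbers were not always called active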
* hit, by the source's call; & = joins results of further samples. These rows are one share of the data; rates above refer to the full screens.

SMILES	SSB-PriA inh
CCOC(=O)c1c(NC(=O)CSc2nnc(C)c(=O)[nH]2)sc(C(C)=O)c1C	0
O=C(NCC1CCN(S(=O)(=O)c2cccnc2)CC1)Nc1ccc(C(F)(F)F)cc1	-6
COc1ccc(Nc2cc(C)nc3cc(C(F)(F)F)ccc23)cc1OC	4
Cc1ccc(N2C[C@@H](C(=O)NCC3CCN(C(=O)c4ccncc4)CC3)CC2=O)cc1C	-3
CCC(C(=O)Nc1ccc(S(=O)(=O)N2CCCCC2c2cccnc2)cc1)c1ccccc1 (stereo not given)	-4
O=C(Nc1ccc(SCc2ccncc2)nn1)c1ccccc1F	0
COc1cc(C)ccc1OC(C)C(=O)Nc1cc(-n2ccnc2C)ncn1 (stereo not given)	9
Cc1cccc(NC(=S)NNc2nc(N3CCOCC3)nc(N3CCOCC3)n2)c1C	-3
CC(Oc1ccccc1)C(=O)Nc1nc(C2CCCCC2)cs1 (stereo not given)	-32
COc1ccc(Cl)cc1C(=O)NCCc1csc(-c2cccc(F)c2)n1	-29
Cc1cccc(NC(=O)Nc2nc(C(=O)Nc3ccc4c(c3)OCO4)cs2)c1	-5
O=C(CSCC(=O)N1CCCc2ccccc21)Nc1nc(-c2ccc(Cl)s2)cs1	4
COc1cccc(-c2nc(COC(=O)c3nnn(-c4ccc(C)c(C)c4)c3C)c(C)o2)c1OC	-3
O=c1c2ccccc2c(-c2nc(-c3cccc(C(F)(F)F)c3)no2)cn1-c1ccc(Cl)cc1	-9
COc1ccc(C(=O)NNC(=O)c2ccc(=O)n(Cc3ccccc3)c2)c(OC)c1	-2
CCOc1ccccc1C(=O)N1CCN(c2ccc(-c3ccccn3)nn2)CC1	100*
O=[N+]([O-])c1ccc(O)c(C=NN=C2c3ccccc3-c3ccccc32)c1	-3
CNC(=O)c1c(NC(=O)c2ccccc2Cl)sc(C)c1C	-8
Cc1cc(NC(=O)CSc2nnc(C)c3cnn(-c4ccccc4)c23)no1	-7
O=C(/C=C/c1ccc2c(c1)OCO2)NCCS(=O)(=O)N1CCc2ccccc2C1	2
Cc1c(Cc2ccc3c(c2)OCO3)sc(NC(=O)CCSc2ccccc2)c1C(N)=O	0
O=C(CSc1nccn2nc(-c3ccc(Cl)cc3)cc12)Nc1ccc(Br)cc1	-10
CC(=O)c1cccc(Nc2nc(Nc3ccc(F)c(Cl)c3)nc(N3CCOCC3)n2)c1	-14
Cc1ccc2nc(NC(=O)CSc3nccn3Cc3ccco3)sc2c1	30
CCn1cc(C(=O)N2CCC(n3cc(-c4ccccc4)nn3)C2)c(=O)c2ccc(C)nc21 (stereo not given)	-2

A different layout for some results above:
| Compound | SSB-PriA inh |
| --- | --- |
| Cc1c(Cc2ccc3c(c2)OCO3)sc(NC(=O)CCSc2ccccc2)c1C(N)=O | 0 |
| O=C(CSc1nccn2nc(-c3ccc(Cl)cc3)cc12)Nc1ccc(Br)cc1 | -10 |

(further entries)
SMILES	SSB-PriA inh
Cc1ccc(NC(=O)C(=O)NCC(c2ccc3c(c2)CCN3C)N(C)C)cc1C (stereo not given)	18
Cc1nnc(C2CCN(C(=O)c3ccc(=O)n(C)n3)CC2)s1	-8
C/C(C=NNC(=O)c1ccncc1)=C\c1ccc(C(C)C)cc1	-7
O=C(Nc1cc(-n2cccn2)ncn1)c1ccc(Br)o1	-5
Cc1csc(SCc2cc(=O)c(OC(=O)Cc3ccc(F)cc3)co2)n1	-4
O=C(O)c1nc2nccnc2cc1Br	5
CS(=O)(=O)c1ccccc1C(=O)N(Cc1ccccc1)c1nc2c(Cl)cccc2s1	9
Clc1ccccc1N1CCN(c2nc(-c3ccccc3)c3cc(Br)ccc3n2)CC1	-32
Cc1cnc(NC(=O)Cn2cnc3ccccc32)s1	1
O=S(=O)(c1ccc(F)cc1F)N1CCC(c2nnc(-c3ccco3)o2)CC1	-12
Oc1ccc(C23CC4CC(CC(C4)C2)C3)cc1Br	1
CCOc1ccc(Nc2c(C(=O)N3CCOCC3)cnc3ccccc23)cc1	-12
O=C(Nc1ccc(Cl)c(Cl)c1)N(Cc1ccsc1)Cc1ccco1	-4
CSc1ccccc1NC(=O)c1ccc(-n2cncn2)nn1	-23
CS(=O)(=O)n1[nH]c(=O)cc1N	-4
CC(C)(C)C(=O)NCc1cncc(-c2ccsc2)c1	-12
COc1cccc(C=NNc2ccnc(=O)[nH]2)c1O	-3
COC(=O)CSC1CCN(C(=O)c2ccc(S(=O)(=O)N(C)C)cc2)C1 (stereo not given)	0
O=C(NCc1cnn2ccccc12)c1c[nH]c2ccccc12	-2
O=C(NC[C@H](Cc1cccc(F)c1)N1CCNC1=O)c1ccc(=O)[nH]n1	3
Cc1cc(NC(=O)CSc2nc(=O)n(CC3CCCO3)c3c2CCC3)no1 (stereo not given)	19
CC(C)(C)OC(=O)C[C@H]1C/C=C/C[C@@H](CC(=O)N[C@H](CO)Cc2ccccc2)C(=O)N2CCC[C@H]2COC1=O	-11
Cc1ccc(/C=C/S(=O)(=O)Nc2ccc(CC(=O)N3CCOCC3)cc2)cc1	-9
COc1ccc(-c2ccc(N3CCC(C(=O)NCc4cccc(OC)c4)CC3)nn2)cc1	-18
CCOc1ccc(NC(=O)Nc2ccc3nc(C)n(-c4ccc(Cl)cc4)c(=O)c3c2)cc1	8

Single entries from above.
SSB-PriA inh with Clc1ccccc1N1CCN(c2nc(-c3ccccc3)c3cc(Br)ccc3n2)CC1 = -32
SSB-PriA inh with Cc1csc(SCc2cc(=O)c(OC(=O)Cc3ccc(F)cc3)co2)n1 = -4
SSB-PriA inh with O=C(O)c1nc2nccnc2cc1Br = 5

(list continues)
SMILES	SSB-PriA inh
O=C(Nc1ccccc1C(F)(F)F)N1CCCSCC1CN1CCCC1 (stereo not given)	-1
O=C(NCCC(O)C1CC1)C1(c2ccc(Cl)cc2)CCCC1 (stereo not given)	1
CC(C)Cc1ccc(-c2csc(/C(C#N)=C\Nc3ccccc3[N+](=O)[O-])n2)cc1	30
C=CCn1c(SCC(=O)c2ccccc2)nc2scc(-c3ccco3)c2c1=O	10
COc1ccc(NC(=O)C2Nc3cc(C)ccc3S(=O)(=O)N2)cc1Cl (stereo not given)	-5
Cc1ccc(C)c(C(=O)/C=C/c2cccc(F)c2)c1	8
O=C(c1ccc(Cl)s1)N1CCCC(Cc2nc(-c3ccsc3)no2)C1 (stereo not given)	-2
Cc1cc(S(=O)(=O)NCCOC23CC4CC(CC(C4)C2)C3)ccc1Cl	-15
Cc1nn(C2CCS(=O)(=O)C2)c2nc(-c3cccs3)cc(C(=O)Nc3ccc(F)c(F)c3)c12 (stereo not given)	8
O=C(Cc1ccc(F)cc1F)NC1CCC(Oc2ncccn2)CC1 (stereo not given)	-9
O=C(CCCSc1ccc(NC(=O)C2CC2)nn1)NCCc1ccccc1	-11
O=C(Nc1cccnc1)C1CCN(c2ccc(-c3ccc(F)cc3)nn2)CC1	-7
COc1ccc(NS(=O)(=O)c2ccccc2Cl)cc1N1CCCC1=O	5
O=C(Nc1nc(CC(=O)N2CCN(c3ccccc3)CC2)cs1)NC1CCCC1	14
O=C(CCS(=O)(=O)c1ccc(F)cc1)Nc1ccc(-c2nc3ccccc3[nH]2)cc1	-1
CN1CCN(S(=O)(=O)c2ccc(Oc3ccccc3Cl)cc2)CC1	12
CS(=O)(=O)N1CCC(Oc2ccccn2)CC1	-5
COc1cccc(-c2csc(-n3nc(C)cc3NC(=O)C3CC(=O)N(c4ccccc4C)C3)n2)c1 (stereo not given)	-8
Cc1c(C(O)=C2C(=O)C(=O)N(CCN(C)C)C2c2ccccc2F)cnn1-c1ccccc1 (stereo not given)	-3
COc1ccc(Cl)cc1S(=O)(=O)N(CCc1ccccc1)Cc1ccccn1	-16
Cc1ccc(N2CC(c3nc(-c4ccc(C(C)C)cc4)no3)CC2=O)cc1 (stereo not given)	-6
O=C(N[C@H]1CCSC1=O)c1ccc(N2CCCC2)nn1	-11
CCOc1ccc(-c2cc(=O)n(CC(=O)Nc3ccc(C(C)=O)cc3)cn2)cc1	-3
COc1ccccc1OCC(=O)NCC1CCN(c2ccncc2)CC1	-20
Cc1cc(OC2CCN(C(=O)Cc3ccc(F)cc3)CC2)cc(=O)o1	-9
(list continues)
SMILES	SSB-PriA inh
Cc1cc(C(=O)O)n[nH]1	6
CSc1ccc(-c2nc(SCC(=O)NC[C@H]3CCCO3)c(-c3ccccc3)[nH]2)cc1	13
CSc1ccc(CNC(=O)c2snc(C(=O)NC(C)C)c2N)cc1	-13
CCC12CN3CCN(CC(C3)C1=NNC(=O)c1ccncc1)C2	-12
S=c1[nH]c2ccccc2nc1N1CCOCC1	2
CCOC(=O)COc1cc(Br)c(C=NNc2ccccc2)cc1OC	7
CCOC(=O)c1ccccc1NC(=O)Cn1nc2c3cc(-c4ccc(Cl)cc4)nn3ccn2c1=O	-10
CC(=O)N1CCc2cc(S(=O)(=O)Nc3ccc4c(c3)-c3nc(C)sc3CC4)ccc21	8
O=C(CCCn1nc(-c2cccs2)ccc1=O)N1CCc2ccccc21	-1
COc1ccc(C=NNC(=O)CNc2ccc(Br)cc2)c(C(=O)O)c1OC	-4
Cc1ccc(C(=O)NCC(=O)N/N=C\c2cccs2)cc1[N+](=O)[O-]	-11
Cn1cc(C(=O)N2CCOCC2)cc(NC(=O)c2c(F)cccc2Cl)c1=O	2
CCOC(CNC(=O)C(=O)Nc1ccc(N2CCCS2(=O)=O)cc1)OCC	-23
CC(C)C(NC(=O)c1ccc(Cl)cc1)c1nc2ccccc2[nH]1 (stereo not given)	2
Cc1ccc(S(=O)(=O)NCCc2ccc(N(C)C)cc2)s1	-5
CC(C)(C)c1ccc(OCC(=O)Nc2ccc(F)cc2)cc1	-1
O=C(NCCOc1cc(N2CCOCC2)ncn1)c1ccccn1	1
O=C(Cc1cc(-c2cccs2)on1)Nc1ccc(F)cc1F	-9
O=C(Nc1c2c(nn1-c1ccccc1)CCC2)c1ccc(Br)s1	-4
CCc1nnc(NC(=O)c2cc3ccccc3c(=O)o2)s1	-13
COc1ccc(NC(=O)/C=C/c2ccc(C(C)C)cc2)c(OC)c1	14
O=C(NN=Cc1cccc(C(F)(F)F)c1)C1CCN(c2ncc(C(F)(F)F)cc2Cl)CC1	-5
CC(C)(C)c1cccc2cccnc12	46
O=C1C2CCCN2C(c2ccco2)N1c1ccccn1 (stereo not given)	7
CC(=NCCc1ccccc1)c1c(O)cc(C)oc1=O	-19
Remaining list, next part
SMILES	SSB-PriA inh
O=C(NCCCS(=O)(=O)N1CCN(c2ccccn2)CC1)c1cnccn1	-6
O=C(NCc1cccs1)C(=O)Nc1ccncc1	5
O=C(CCN1C(=O)c2ccccc2S1(=O)=O)Nc1ccccc1C(F)(F)F	-5
C=c1oc(C)cc1=C1NN=C(SCC(=O)NC(C)C)O1	7
Cc1ccc(C)c(S(=O)(=O)Nc2ccc(C(=O)N3CCN(C)CC3)cc2)c1	-6&-6
O=C(Nc1cccc(N2CCCS2(=O)=O)c1)C(=O)NC1CCCC1	-11
O=C(NC1CCN(c2nc(-c3cccnc3)cs2)CC1)c1ccc2ncsc2c1	-13
Cc1ccc(NC(=O)COc2cccc3ccc(N4CCCC(C)C4)nc23)cc1Cl (stereo not given)	4
Cc1ncsc1C(=O)N1CCC(Oc2nccnc2C#N)C1 (stereo not given)	-16
O=C(O)c1ccc(C=NNC(=O)C(O)(c2ccccc2)c2ccccc2)cc1	1
COc1ccc(OC)c(-c2ccc(=O)n(CCNC(=O)Nc3cccc(F)c3)n2)c1	6
Cc1cc(CN2CCC(CNS(=O)(=O)Cc3ccc(C(F)(F)F)cc3)CC2)c(C)o1	-27
COc1ccc(S(=O)(=O)NCCCn2nc(-c3ccncc3)ccc2=O)cc1F	-4
c1ccc(C23CC4CC(CC(C4)C2)C3)cc1	18
Cc1ccc(C)c(S(=O)(=O)N=C2C=C(Br)C(=O)c3ccccc32)c1	70
O=C(Cc1ccccc1Cl)NCC1(O)CCCC1	-15
O=C(NCCC1=CCCCC1)C1CCN(c2nc3c(-c4ccccc4F)csc3c(=O)[nH]2)CC1	-1
O=C(CSc1ccc(NC(=O)C2CC2)nn1)Nc1ccc(F)cc1	6
Cc1noc(CNC(=O)c2cnccn2)n1	-9
N#CC(=NNc1ccc(Cl)cc1)C(=N)N1CCCCC1	23
C(=NNc1ccc2ccccc2n1)c1ccc2c(c1)OCO2	-2
CC(C)Cn1c(=O)c2ccccc2n(Cc2nc(-c3cccs3)no2)c1=O	-20&7
COc1ccc(OC)c(C=NNC(=O)c2cccc3ccccc23)c1	-7
O=C(NCc1ccc(F)c(Cl)c1)c1n[nH]nc1-c1cccc(Cl)c1	-12
CCOC(=O)c1ccc(NC(=O)Cc2csc(SCc3ccc(F)cc3)n2)cc1	-15
More compounds.
SMILES	SSB-PriA inh
CC(C)(C)c1csc(CN2CCN(C(=O)/C=C/c3ccccc3)CC2)n1	-12
O=C(NCCOc1ccc(F)cc1)c1cc2ccccc2oc1=O	-4
COc1ncc(NC(=O)Nc2ccc(C)c(Cl)c2)cn1	-7
O=C(Cc1cccc2ccccc12)Nc1nnc(SCC(=O)NC2CCCCC2)s1	-10
O=C(CSc1nc2c(c(=O)n1-c1ccc(Cl)cc1)SCC2)OCc1ccccc1	2
O=C(CSc1ccc(F)cc1)NCc1cnn2ccccc12	-2
CCCCOc1cccc(C(=O)Nc2sc(C)c(C)c2C#N)c1	-9
O=C(NCCCS(=O)(=O)N1CCN(c2ccccn2)CC1)c1ccc(F)cc1	-17

An excerpt from above in order of formula weight, largest number first.
SMILES	SSB-PriA inh
O=C(CSc1nc2c(c(=O)n1-c1ccc(Cl)cc1)SCC2)OCc1ccccc1	2
CC(C)(C)c1csc(CN2CCN(C(=O)/C=C/c3ccccc3)CC2)n1	-12
CCCCOc1cccc(C(=O)Nc2sc(C)c(C)c2C#N)c1	-9
COc1ncc(NC(=O)Nc2ccc(C)c(Cl)c2)cn1	-7

An excerpt from the list above, as a working copy:
SMILES	SSB-PriA inh
CCOC(=O)c1c(NC(=O)CSc2nnc(C)c(=O)[nH]2)sc(C(C)=O)c1C	0
O=C(NCC1CCN(S(=O)(=O)c2cccnc2)CC1)Nc1ccc(C(F)(F)F)cc1	-6
COc1ccc(Nc2cc(C)nc3cc(C(F)(F)F)ccc23)cc1OC	4
Cc1ccc(N2C[C@@H](C(=O)NCC3CCN(C(=O)c4ccncc4)CC3)CC2=O)cc1C	-3
CCC(C(=O)Nc1ccc(S(=O)(=O)N2CCCCC2c2cccnc2)cc1)c1ccccc1 (stereo not given)	-4
